Source: PubChem (National Center for Advancing Translational Sciences (NCATS))
Lipid storage S3 – qHTS Assay for Lipid Storage Modulators in Drosophila S3 Cells; Drosophila S3 cells, BODIPY lipid droplet fluorescence, 18-24 h; cells fed with added oleic acid; Potency in µM for hits, for the others lipid storage change, negative = inhibition, % at the top dose, mostly 46.1 µM; actives 0.64% (n = 320,000); AID 2685; active means well fitted inhibition curve with a large enough effect in the signal ratio, with a control signal flat, not every such curve was filed as active; inconclusive means small, poorly fitted or top-dose-only effect, or effect the other way, or a change in a side signal; the % refers to the signal ratio
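Drosophila S3 cells got compounds at several concentrations plus oleic acid (400 uM solution). Laser-scanning cytometry with 488 nm excitation read lipid droplets at 500-530 nm and cells at 575-640 nm. Percent activity was relative to 20 uM Triacsin C.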
Lipid storage S3 cell count max – also measured in Lipid storage S3; calls as there; cell number change, %; measured here: cell count max response;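 cells counted by Cell Tracker Red CMTPX staining in the red channel; peak over a dose series mostly up to 46.1 µM; percent activity relative to internal control wells on each plate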
* = called active by the depositor; i = inactive; ? = inconclusive; nt = not tested or not shown. On the % scale 0 is the no-effect control and ±100 the full control effect; potency means the concentration at half of the fitted maximal effect.

structure	Lipid storage S3	Lipid storage S3 cell count max
COC(=O)c1cc(S(=O)(=O)N2CCN(c3ccc(C(C)=O)cc3)CC2)cn1C	?	nt
Cc1ccc2c(c1)nnn2C1CCN(C(=O)c2cccs2)CC1	?	nt
CCOC(=O)C(Cc1ccccc1)C(=O)Nc1ccc(NC(=O)C(Cc2ccccc2)C(=O)OCC)cc1 (stereo not given)	-5.5%	-11.9
COCCOC(=O)c1c(C)oc2ccc(NS(=O)(=O)c3ccc(C)cc3)cc12	-0.2%	10.8
CCN(CC)C(=O)CCn1nc(-c2ccc(C)cc2)c2ccccc2c1=O	9.0%	11.3
CCOC(=O)COc1ccc(C(=O)NC2CCCCC2)cc1	?	nt
COc1cc2c(cc1OC)C(c1ccccc1)N(C(=O)C(C)(C)C)CC2 (stereo not given)	?	nt
CC(C(=O)Nc1ccc2c(c1)OCO2)N1CCN(C)CC1 (stereo not given)	15.2%	2.9
CSc1nc2c(C)c(C)c(C)c(C)c2[nH]1	9.5%	12.9
N#Cc1ccc(-c2ccc(OCC(=O)NCCCN3CCCC3=O)cc2)cc1	7.2%	3.4
CCCCC(Sc1nc(C)c(Cc2ccccc2)c(=O)[nH]1)C(=O)O (stereo not given)	i	-12.3
Cc1cc2c(Nc3ccc(C(=O)O)cc3)ncnc2s1	i	0.8
O=C1N/C(=N\N=C\c2cccs2)SC1Cc1ccc(Cl)c(Cl)c1 (stereo not given)	1.7%	-0.5
Nc1nc(Cl)cc(-c2ccccc2)n1	25.0%	3.4
Cc1ccc2nc(SCC(=O)Nc3ccc4sc(C)nc4c3)c(C#N)cc2c1	?	nt
COc1ccc(N2CCN(C(=O)CN(Cc3ccc(Cl)cc3)S(C)(=O)=O)CC2)cc1	?	nt
COc1cccc(Nc2nc(NCC3CCCO3)c3ccccc3n2)c1 (stereo not given)	?	nt
COc1ccccc1/C=C/C(=O)OCC(=O)NC1CCCCCC1	8.3%	-13.4
COc1ccc(/C=N/OC/C(O)=C(\C#N)c2nc3ccccc3[nH]2)cc1	9.7%	-25.4
CCC(=O)NCc1cc(-c2nn(C)c(=O)c3ccccc23)ccc1OC	?	nt
C/C(=N\NC(=O)c1c(C)nc2ccccn12)c1cccc([N+](=O)[O-])c1	?	nt
O=C(Nc1ccc2nsnc2c1)N1CCCCCC1	i	nt
CCOC(=O)/C(=N/Nc1ccccc1)N1CCCc2ccccc21	?	nt
CC(C)(C)n1ncc2c(=O)n(Cc3ccc(Cl)c(Cl)c3)cnc21	?	nt

Overlap with the part before: 3 compounds; new compounds follow.
structure	Lipid storage S3	Lipid storage S3 cell count max
O=C(Nc1ccc2nsnc2c1)N1CCCCCC1	i	nt
CCOC(=O)/C(=N/Nc1ccccc1)N1CCCc2ccccc21	?	nt
CC(C)(C)n1ncc2c(=O)n(Cc3ccc(Cl)c(Cl)c3)cnc21	?	nt
CCCCc1ccc(NC(=O)CC(C)(C)C)cc1	?	nt
Clc1cccc(-c2nnc3sc(-c4ccc5c(c4)OCO5)nn23)c1	-1.4%	7.8
Cc1ccccc1N(C(=O)CNC(=O)c1ccco1)C(C(=O)NC1CCCCC1)c1cccnc1 (stereo not given)	?	nt
CCCCC(CCC(=O)O)(C(=O)OCC)c1csc(Nc2ccc(OCC)cc2)n1 (stereo not given)	-11.6%	-15.6
Nc1c([N+](=O)[O-])c(=O)oc2ccccc12	?	nt
NC(=O)NC(=O)CSc1nc(C2CCCCC2)n(-c2ccccc2)n1	?	nt
O=C(CO/N=C/c1ccccc1Cl)N1CCCc2ccccc21	10.4%	7.6
Cc1occc1-c1nnc(SCC(=O)Nc2nc3ccccc3s2)o1	?	nt
COc1ccc(C)cc1NC(=O)CCNS(=O)(=O)c1cccc2nonc12	i	16.2
c1ccc(OCCSc2nc3ccccc3[nH]2)cc1	-8.7%	-11.2
O=C(O)CCC(C(=O)O)n1c(O)c(C2=c3ccccc3=NC2=O)sc1=S (stereo not given)	?	nt
O=C(NC1CCCc2ccccc21)C1CCN(c2nnc(-n3cccc3)s2)CC1 (stereo not given)	?	nt
Cc1cccc(C)c1NS(=O)(=O)c1ccc2c(c1)C(=O)c1ccccc1C2=O	17.9%	10.4
CC(C)CN(C(=O)CSc1nncn1-c1ccccc1)c1c(N)n(CC(C)C)c(=O)[nH]c1=O	-0.4%	nt
O=C(COc1ccccc1)Nc1ccccc1N1CCN(c2ccc(F)cc2)CC1	12.3%	-1.9
CCOc1ccc(S(=O)(=O)N2CCOCC2)cc1NC(=O)c1ccccc1F	?	nt
Cc1cccc(OCc2nc(-c3ccc(Br)o3)no2)c1	5.8%	2.2
CC(Sc1n[nH]c(N)n1)C(=O)Nc1ccc(Cl)cn1 (stereo not given)	i	nt
CCCCn1c(N)c(N(CC(C)C)C(=O)c2cccc(S(=O)(=O)N3CCCCCC3)c2)c(=O)[nH]c1=O	?	nt
CCOC(=O)N1CCN(C(=O)CCNS(=O)(=O)c2ccc3c(c2)c(=O)n(C)c(=O)n3C)CC1	4.2%	nt
Cn1c(C(O)c2ccccc2)nc(Cl)c1Cl (stereo not given)	?	nt
CCOc1ccc(S(=O)(=O)Nc2cccc(C(=O)NCC(c3ccco3)N(C)C)c2)cc1 (stereo not given)	i	-0.2
CCOC(=O)c1ccc2nc(C)c(CC)c(Cl)c2c1	?	nt
O=C(Nc1nnc(SCc2ccccn2)s1)C1CC(=O)N(c2ccccc2)C1 (stereo not given)	10.9%	8.9
CNc1nc(-c2ccccc2)cc(C)c1S(C)(=O)=O	?	nt
COc1ccc(C(=O)Nc2ccc(NC(C)=O)cc2)cc1S(=O)(=O)N(C)Cc1ccccc1	?	nt
COc1ccc(C(=O)Nc2cccc3c2C(=O)NC3=O)cc1S(=O)(=O)N1CCOCC1	?	nt
COc1cc(OC)cc(C(=O)N[C@H](C(=O)OCC(N)=O)C(C)C)c1	?	nt
Cc1ccc(C)c(OCC(=O)NCC(c2ccco2)N2CCCCC2)c1 (stereo not given)	?	nt
CCN(CC)CCN1C(=O)Cn2c(C)c(C)c3cccc1c32	?	nt
O=C(C1CCCO1)N(c1ccc(F)cc1)C1C=CS(=O)(=O)C1 (stereo not given)	?	nt
N=C1C(c2ccccc2)=C(O)CN1CCCO	?	nt
COc1cccc(CNC(=O)c2cccc(NC3=NC4CS(=O)(=O)CC4S3)c2)c1 (stereo not given)	11.1%	10.7
CSc1cccc(NC(=O)CSc2nc3ccccc3o2)c1	-17.2%	17.8
CC(C)NC(=O)NC(=O)CSc1ccc(S(=O)(=O)N2CCOCC2)cn1	?	nt
Cc1sc2ncn(CC(=O)Nc3cccc(S(N)(=O)=O)c3)c(=O)c2c1-c1ccccc1	4.5%	20.5
CC(=O)c1ccc(NC(=O)c2ccc3nc(-c4ccco4)c(-c4ccco4)nc3c2)cc1	?	nt
COCCNC(=O)Cn1nc(-c2ccccc2OC)ccc1=O	0.0%	-4.5
NC(=O)C1CCN(S(=O)(=O)c2cccc(S(=O)(=O)N3CCCCC3)c2)CC1	i	0.5
CCOC(=O)c1ccc2[nH]c3ccccc3c2c1	?	nt
COc1ccc(NC(=O)c2cc(CN3C(=O)c4ccccc4C3=O)ccc2OC)cn1	?	nt
CCCc1nc(SCC(=O)Nc2cc(C)on2)c2c(=O)n(C)c(=O)n(C)c2n1	?	nt
Fc1ccccc1Cn1nnc2c(NCCc3ccccn3)ncnc21	10.6%	-17.0
CC(C(=O)Nc1ccccc1)N(C)CCOc1ccccc1 (stereo not given)	-4.4%	16.9
Cc1nc2nc(CSc3ccc(Cl)cc3)cc(=O)n2[nH]1	?	nt
O=C(NCCCN1CCCC1=O)NC1CCCCC1	-0.8%	0.7
O=C(NC1CCN(C(=S)NCc2ccco2)CC1)C12CC3CC(CC(C3)C1)C2	i	nt
O=C(NCC1CCCO1)C1CC(=O)N(c2cccc(Cl)c2)C1 (stereo not given)	-28.7%	2.6

Molecules above that contain a nitro group on carbon (2):
structure	Lipid storage S3	Lipid storage S3 cell count max
C/C(=N\NC(=O)c1c(C)nc2ccccn12)c1cccc([N+](=O)[O-])c1	?	nt
Nc1c([N+](=O)[O-])c(=O)oc2ccccc12	?	nt

New compounds follow.
Every second line gives: Lipid storage S3, Lipid storage S3 cell count max
O=C(CCc1nc(-c2ccc(Cl)cc2)no1)NC1CCCCC1
    4.3%, 9.7
OC(COCc1ccc(Cl)cc1)CN1CCN(c2ccccn2)CC1 (stereo not given)
    15.3%, 14.4
CC(C)C[C@@]12C(=O)N(c3cccc(Cl)c3)C(=O)N1[C@H](c1ccc(Cl)cc1)[C@@H]1C(=O)N(C3CCCCC3)C(=O)[C@@H]12
    ?, nt
COc1cc2nc(NCC3CCCO3)n3nc(-c4cccnc4)nc3c2cc1OC (stereo not given)
    ?, nt
COC(=O)c1ccc(S(=O)(=O)NCc2ccccn2)n1C
    ?, nt
COc1ccc(NC(=O)CSc2ncc(-c3ccc(F)cc3)n2Cc2ccco2)cc1
    -0.7%, -17.6
CN(c1ccccc1)S(=O)(=O)c1ccc2ccccc2c1
    -48.9%, -21.4
CC(C)C(NC(=O)c1ccc(F)cc1)C(=O)N1CCC1 (stereo not given)
    ?, nt
O=C(CNS(=O)(=O)c1ccccc1)NCC(=O)OCc1ccc(C(=O)c2ccccc2)cc1
    3.9%, 4.5
Cc1ccc(-c2nnc(NC3CCCCC3)c3ccccc23)cc1S(=O)(=O)N1CCN(C)CC1
    -0.8%, -6.4
COc1ccc(C(=S)N2CCOCC2)cc1OS(=O)(=O)c1ccccc1[N+](=O)[O-]
    12.3%, 13.0
Cn1ncc2c(NNC(=O)c3ccccc3Cl)ncnc21
    5.6%, 4.7
Cc1cc(NC(=O)CCC(=O)N(Cc2cccs2)C(C)(C)C(=O)NC2CCCCC2)no1
    i, 19.2
CNC(=S)/N=C(\Nc1ccc(C)cc1)c1ccccc1
    ?, nt
Cc1ccc(C(=O)NCc2ccc3c(c2)OCO3)cc1N1CCCC1=O
    ?, nt
COc1cccc(-c2nc3ccc(O)cc3c(=O)o2)c1
    ?, nt
COCCn1c(N)c(N(Cc2ccccc2)C(=O)Cc2c(Cl)cccc2Cl)c(=O)[nH]c1=O
    ?, nt
C[C@H]1CCC[C@]2(O[C@@H](CCO)C[C@H](O)[C@H]2O)O1
    -4.2%, -0.6
NC1=NCC(O)=C1c1nc2ccccc2[nH]1
    ?, nt
CCc1cccc(CC)c1NC(=O)CNCc1cccs1
    ?, nt
Cc1c(C(=O)Nc2ccc(S(N)(=O)=O)cc2)oc2ccc(Cl)cc12
    1.7%, 16.9
CCOc1ccc(Oc2ccc(Cl)cc2NC(=O)CCNC(C)=O)cc1
    -6.4%, -11.8
COc1ccc(C2(C)NC(=O)N(CC(=O)Nc3ccc4c(c3)CCC4)C2=O)cc1OC (stereo not given)
    ?, nt
CCC(=O)Nc1cc(SCCO)cc([N+](=O)[O-])c1
    9.9%, -13.6
Cc1cc(C)cc(N(C)S(=O)(=O)c2nnc(NC(=O)C(C)C)s2)c1
    ?, nt
c1ccc2nc(N3CCOCC3)cnc2c1
    ?, nt
O=c1c2c(-c3cccs3)csc2ncn1/N=C/c1ccc(OC(F)F)cc1
    1.7%, 1.3
CC(C)(C)c1ccc(CN2C(=O)c3ccccc3S2(=O)=O)cc1
    i, 5.8
O=C(CN1c2ccccc2Sc2ccccc21)NNC(=O)Nc1cccc(Cl)c1
    ?, nt
O=C(/C=C\Nc1cccc(F)c1)c1ccc2c(c1)OCO2
    -0.8%, -18.5
O=C(NC(=S)N1CCN(c2ccc(O)cc2)CC1)c1cccs1
    ?, nt
O=C(CN1CCCCC1)Nc1nnc(-c2ccccc2)s1
    4.8%, -1.6
O=C(Nc1ccncc1)c1ccc(S(=O)(=O)Nc2ccccc2)cc1
    ?, nt
CCn1nc(NC(=O)C2CCCO2)c2cc3cc(C)ccc3nc21 (stereo not given)
    ?, nt
Fc1ccccc1/C=N/n1cc(-c2ccccc2)[nH]c1=S
    14.3%, 12.4
CCOC(=O)/C=c1\s/c(=C\c2ccc(C#N)cc2)c(=O)n1CC(=O)Nc1cccc(C)c1C
    -1.5%, -15.3
C=CCN(C(=O)c1csnn1)C(C(=O)NCc1ccc(F)cc1)c1sccc1C (stereo not given)
    ?, nt
COc1cccc(Cn2cccc(NC(=O)Nc3cccc(C#N)c3)c2=O)c1
    ?, nt
CC1CCN(S(=O)(=O)c2ccc3c(c2)oc(=O)n3CC(=O)N2CCc3ccccc3C2)CC1
    ?, nt
COc1ccccc1N1C(=O)C2C3C=CC(C3)C2(C)C1=O (stereo not given)
    ?, nt
CCC(C(=O)OCc1csc(CC(=O)Nc2ccccc2C)n1)c1ccccc1 (stereo not given)
    ?, nt
Cc1ccc(C(=O)NCC(c2ccc(F)cc2)N2CCOCC2)cc1 (stereo not given)
    0.1%, 11.4
CCOC(=O)c1nnn(-c2nonc2N)c1COc1ccccc1
    ?, nt
CCNS(=O)(=O)c1ccc(-c2ccc(-n3cnnn3)cc2)cc1
    -6.1%, -0.1
COc1cc(/C=C(\C#N)C(=O)NC2CCCCC2C)ccc1OS(=O)(=O)c1ccc(C)cc1 (stereo not given)
    ?, nt

This is a subset; count on the stated rates, not on these rows.
